Screening results from PubChem.
hERG rescue = hERG rescue from dofetilide block, primary screen, cell-based, CHO-hERG, FluxOR thallium flux, dofetilide IC70 | Voltage-gated inwardly rectifying potassium channel KCNH2 (Homo sapiens), Q12809 | dofetilide IC70 present | activation (rescue from dofetilide block), less the hit threshold, % at 10 µM | 310,000 tested, 0.51% active | AID 1511, 2009;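 active = activation above the mean of controls blocked by dofetilide plus 5 SD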;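 also: thallium influx through hERG after potassium depolarization seen as dye fluorescence rise; in these data hits start at about 4.7%; inactives centre near -7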
DYRK1A inh = rat Dyrk1A kinase inhibitors, primary screen, biochemical, single point, plate reader. Dual specificity tyrosine-phosphorylation-regulated kinase 1A (Rattus norvegicus), Q63470. ADP-Glo luminescence, NFATc1 peptide. inhibition, % at 12.5 µM. 310,000 tested, 0.43% active. AID 504441, 2011; in the data active = inhibition above about 50%;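 also: plate controls were vehicle with enzyme for no effect and no enzyme for full effect; many of its hits are not listed in these tables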
GSK3B inh = human GSK3beta kinase inhibitors, primary screen, biochemical, cell-free homogeneous, HTS. Glycogen synthase kinase-3 beta (Homo sapiens), P49841. GST-GSK3beta kinase, ADP-Glo luminescence, 60 min; hits give low values. activity score (negative = inhibition), % at 10 µM. 300,000 tested, 0.038% active;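 active = more than half of replicate wells score below -50%, meaning over 50% inhibition versus plate controls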;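 also: 0% = median DMSO wells and -100% = median GW8510 positive control wells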
Target sequence (P49841 whole entry, looked up): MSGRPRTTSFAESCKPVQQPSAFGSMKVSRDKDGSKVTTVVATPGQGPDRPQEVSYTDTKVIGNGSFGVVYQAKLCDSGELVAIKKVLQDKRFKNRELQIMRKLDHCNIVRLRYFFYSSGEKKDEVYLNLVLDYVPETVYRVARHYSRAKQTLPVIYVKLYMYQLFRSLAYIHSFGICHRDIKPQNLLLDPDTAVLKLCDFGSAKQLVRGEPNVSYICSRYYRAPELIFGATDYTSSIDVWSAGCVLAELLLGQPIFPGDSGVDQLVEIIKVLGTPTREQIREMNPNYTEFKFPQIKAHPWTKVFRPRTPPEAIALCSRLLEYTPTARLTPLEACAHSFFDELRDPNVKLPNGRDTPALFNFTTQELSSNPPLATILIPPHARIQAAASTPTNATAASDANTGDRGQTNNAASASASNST
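Test system: GST-tagged human GSK3beta kinase, cell-free; evaluation: activity score scaled between in-plate DMSO and GW8510 controls; measured by: ADP-Glo luminescence; incubation: 60 min reaction, RT; benchmarks: DMSO and 20 µM GW8510; reagent: peptide substrate plus 25 µM ATP (final); medium: Tris/MgCl2 kinase buffer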
RGS4 inh = RGS4 inhibitors, primary screen, cell-based, HEK293 M3R inducible RGS4, calcium flux; B-score at 10 µM; Fluo-4 calcium flux; hits give high values; triggered by carbachol at its EC20; AID 463165, 2010; 310,000 tested, 0.45% active; Regulator of G-protein signaling 4 (Homo sapiens), P49798;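 active = B-score, a plate-corrected calcium signal, over three deviations above library mean, with baseline fluorescence within five deviations of library mean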;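 also: RGS4 expression induced by doxycycline in cells with stable M3 receptor; B-score is computed from the integrated fluorescence ratio over baseline after carbachol; higher B-score means a larger calcium signal and so more RGS4 inhibition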
Target sequence (P49798 whole entry, looked up): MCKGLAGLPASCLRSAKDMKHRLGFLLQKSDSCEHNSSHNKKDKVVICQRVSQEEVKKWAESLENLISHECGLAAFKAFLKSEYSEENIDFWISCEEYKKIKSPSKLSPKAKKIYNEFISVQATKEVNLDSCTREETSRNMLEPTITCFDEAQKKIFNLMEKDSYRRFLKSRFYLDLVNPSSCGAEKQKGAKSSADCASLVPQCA
KCNQ1 act = potentiators or activators of KCNQ1 channel, primary screen, cell-based, thallium flux, high-throughput. Potassium voltage-gated channel subfamily KQT member 1 (Homo sapiens), P51787. CHO-K1 KCNQ1, thallium flux FluxOR fluorescence; hits give high values. B-score at 10 µM. 310,000 tested, 0.35% active;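 active = fluorescence ratio B-score, a plate-corrected score, at least three library SD, with initial intensity B-score within 5 SD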
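assay system = KCNQ1-transfected CHO-K1 cells | medium = assay buffer with matched DMSO | probe or stimulus = depolarizing K+/Tl+ stimulus, K2SO4 and Tl2SO4 each 12.5 mM in 5x stock | dosing = single dose | incubation = dye 90 min, compound 20 min, room temperature | detection = kinetic FluxOR fluorescence, 10 s baseline plus 110 s post-stimulus | evaluation = ratio B score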
RGS4 act = RGS4 potentiators or activators, primary screen, cell-based, HEK293 M3R inducible RGS4, calcium flux; carbachol calcium flux Fluo4; hits give low values; B-score at 10 µM; 310,000 tested, 0.92% active; AID 463111, 2010;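 active = B-score of the integrated calcium signal more than 4 SD below the library mean, with starting fluorescence not abnormally high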;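 also: negative B-score means reduced calcium response which marks RGS4 activation or potentiation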
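Assay system: HEK293 FlpIn-TREx cells, stable M3R, doxycycline-inducible RGS4 / Probe or stimulus: carbachol, ECmax concentration / Times: overnight RGS4 induction, 30 min dye load 37 °C, 20 min compound RT / Signal: kinetic calcium fluorescence imaging with Fluo4-AM dye, 2 µM / Measure: Agonist-evoked peak-minus-minimum fluorescence over baseline, integrated ratio, B score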
KCNK9 block = KCNK9 potassium channel inhibitors, primary screen, HEK293 cells, thallium flux | B-score at 10 µM | FluxOR thallium flux fluorescence; hits give low values | 310,000 tested, 1.2% active | Potassium channel subfamily K member 9 (Homo sapiens), Q9NPC2 | AID 488922, 2010;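 active = ratio B-score over 3 SD below the library mean, with starting fluorescence within 5 SD of its mean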;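 also: negative B-score means less thallium flux so channel inhibition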
PolyA inhibitor = polyadenylation inhibitors in yeast reporter cells, primary screen, luminescence, S. cerevisiae | S. cerevisiae SKY197-pL101 polyadenylation reporter, beta-gal luminescence; efflux-impaired pdr1/pdr3 knockout yeast; score 100 = 6 SD above DMSO | calls only at 12 µM | 300,000 tested, 0.02% active | AID 1875, 2009;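 active = lowest replicate activity score at least 50, where 100 means six control SD above control mean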;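 also: yeast exposed to compound for 9 h at 30 °C; higher score means more reporter readthrough which indicates perturbed polyadenylation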
GSK3 alpha inh = blockers of GSK3A enzyme activity – biochemical, luminescence, cell-free homogeneous, HTS, primary screen. GSK-3 alpha kinase, ADP-Glo luminescence, 60 min. inhibition, % at 10 µM. 320,000 tested, 0.1% active. AID 2650, 2010;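 in the data active = inhibition above about 50%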;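 also: GST-tagged GSK-3 alpha with peptide substrate and 25 µM ATP; 0% = DMSO neutral wells and 100% = GW8510 positive control wells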
KCNQ1 inh = inhibitors of human KCNQ1 channel, primary screen, cell-based, thallium flux, high-throughput; Potassium voltage-gated channel subfamily KQT member 1 (Homo sapiens), P51787; B-score at 10 µM; 310,000 tested, 1.3% active; CHO-K1 KCNQ1, FluxOR thallium flux fluorescence; hits give high values; AID 2642, 2010;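 active = compounds whose thallium flux B-score, printed positive for inhibition, exceeds three library SD while starting fluorescence stays within three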;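 also: channel opened by potassium depolarization with thallium stimulus after 20 min compound exposure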
KCNK3 block = human KCNK3 channel inhibitors, primary screen, CHO cells, FluxOR thallium flux, B-score; Potassium channel subfamily K member 3 (Homo sapiens), O14649; FluxOR fluorescence; hits give low values; B-score at 10 µM; 340,000 tested, 0.84% active;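 active = B-score under library mean minus 4 SD, starting fluorescence ratio at most library mean plus 5 SD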;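 also: more negative B-score means stronger inhibition of thallium flux through KCNK3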
Target sequence (O14649 whole entry, looked up): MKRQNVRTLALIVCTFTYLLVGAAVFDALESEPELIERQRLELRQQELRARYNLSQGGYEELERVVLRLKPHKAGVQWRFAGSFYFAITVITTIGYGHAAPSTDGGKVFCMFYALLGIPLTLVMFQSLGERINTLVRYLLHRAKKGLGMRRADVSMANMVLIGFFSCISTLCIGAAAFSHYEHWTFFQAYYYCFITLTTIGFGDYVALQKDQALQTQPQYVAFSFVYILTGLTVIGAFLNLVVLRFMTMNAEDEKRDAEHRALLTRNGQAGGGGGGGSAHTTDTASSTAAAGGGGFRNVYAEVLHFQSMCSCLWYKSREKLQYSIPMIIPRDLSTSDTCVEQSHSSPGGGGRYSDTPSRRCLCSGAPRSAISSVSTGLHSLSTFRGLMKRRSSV
* hit, by the source's call; i = inactive; . = no result given.

Below each SMILES: hERG rescue, DYRK1A inh, GSK3B inh, RGS4 inh, KCNQ1 act, RGS4 act, KCNK9 block, PolyA inhibitor, GSK3 alpha inh, KCNQ1 inh, KCNK3 block
CCN1C(=O)C2(C(C(=O)c3ccc(C)o3)=C(O)C(=O)N2CCCN2CCOCC2)c2ccccc21 (stereo not drawn)
  -4, 3, -2, i, i, i, i, i, 11, i, i
C[C@@H](CO)NC(=O)c1ccc2c3n(nc2c1)-c1ccc(Cl)cc1CO3
  -8, 9, -2, i, i, i, i, i, 3, i, i
Cc1ccc(NS(=O)(=O)c2cc(C(=O)Nc3cccc([N+](=O)[O-])c3)ccc2C)cc1
  -3, 9, -4, i, i, i, -6.8*, i, -2, i, i
Cc1ccc(C(=O)NNC(=O)c2cc(OCC(F)(F)F)ccc2OCC(F)(F)F)cc1
  -6, -1, -1, i, i, i, i, i, -2, i, i
COc1ccc(CN2CCC(C(=O)c3ccc(F)cc3)CC2)cc1
  -11, 3, 0, i, i, i, i, i, 0, i, i
C/C(=N\Nc1nc(N)cc(Cl)n1)c1ccc(Cl)c(Cl)c1
  -5, -2, -1, i, i, i, i, i, 8, i, i
Cc1ccccc1NC(=O)C(=O)NC(C)CCc1ccccc1 (stereo not drawn)
  -2, -1, 0, i, i, i, i, i, -3, i, i
O=C(c1cc(-c2ccc(F)cc2)on1)N1CCCC1
  -9, -5, 0, i, i, i, i, i, 0, i, i
Cc1ccc(NC(=O)NC(=O)N(C(C)C)S(=O)(=O)c2ccc(C)cc2)cc1
  -13, -10, 15, i, i, i, i, i, -3, i, i
CCc1ccc(CN2CC(C(=O)O)CC2=O)cc1 (stereo not drawn)
  -6, 5, 2, i, i, i, i, i, -3, i, i
CC(C)C[C@H](NC(=O)OC(C)(C)C)C(=O)N[C@@H](CO)[C@H](O)[C@@H]1C[C@@H]1C(=O)N1CCCC1
  -5, -2, 1, i, i, i, i, i, 2, i, i
COc1cc(CCC(=O)Nc2ccncc2Cl)cc(OC)c1OC
  -12, -3, 4, i, i, i, i, i, -2, i, i
CC(C)c1nccn1S(=O)(=O)c1cc([N+](=O)[O-])ccc1Cl
  -8, -2, 1, i, i, i, i, i, -2, i, i
CC(=O)C1C(c2ccc(OC(F)F)cc2)NC(=O)NC1(O)C(F)(F)F (stereo not drawn)
  -2, -10, 1, i, i, i, i, i, 0, i, i
COc1ccc(C)cc1NC(=O)CSc1nc(=O)n(CCCN2CCOCC2)c2c1CCCC2
  -12, -4, -2, i, i, i, i, i, -1, i, i
CC(C)(C)NC(=O)C(c1ccncc1)N(C(=O)Cn1nnc(-c2cccs2)n1)C1CCCCC1 (stereo not drawn)
  -4, 7, -3, i, i, i, i, i, 0, i, i
CC(=O)N1CCc2cc(S(=O)(=O)NCCC(=O)NC3CCCCCC3)ccc21
  -7, -5, 4, i, i, i, i, i, -2, i, i
Cc1ccc(C)c(Sc2ccc(NC(=O)CCl)cc2)c1
  -8, ., 1, i, i, i, i, i, -4, i, .
CCC(CC)C(=O)c1c[nH]c(C(=O)NCc2ccccn2)c1
  -5, ., 1, i, i, i, i, i, 0, i, i
COc1ccc(N(CC(=O)NCCc2cccc(C)c2)S(=O)(=O)c2c(C)noc2C)cc1
  -8, -1, -3, i, i, i, i, i, 0, i, i
O=C(NCc1ccccn1)c1cn(-c2ccccc2)nc1-c1ccc(Cl)cc1
  -7, -13, -1, i, i, i, i, i, -1, i, i
CC(=O)c1ccc(NC(=S)N(Cc2ccccc2)C(C)C2CC2)cc1 (stereo not drawn)
  -21, 2, -1, i, i, i, i, i, 1, i, i
O=C(NCCCN1CCCC1)c1ccc(Cn2c(=S)[nH]c3ccc(Br)cc3c2=O)cc1
  -12, ., 1, i, i, i, i, i, 2, i, .
COc1ccc(Nc2ncnc3sccc23)c(OC)c1
  -3, 11, -1, i, i, i, i, i, 3, i, i
O=C1N/C(=C\c2ccc(O)cc2)C(O)=C1C=NCc1ccccc1
  2, 38, -2, i, i, i, i, i, 6, i, i
O=C(CCc1ccccc1)NNC(=O)Nc1ccc(Br)cc1
  -13, -5, -1, i, i, i, i, i, -2, i, i
COc1cc2c(cc1NC(=O)COC(=O)[C@@H](NC(=O)c1ccccc1)C(C)C)oc1ccccc12
  -2, -1, 2, i, i, i, i, i, -4, i, i
CC(Cc1cccs1)NC(=S)Nc1ccc(Cl)c(Cl)c1 (stereo not drawn)
  -6, 0, -1, i, i, i, i, i, 0, i, i
COc1ccc(Nc2cc(C)nc(N3CCN(C(=O)c4ccc5c(c4)OCO5)CC3)n2)cc1
  -13, 27, 0, i, i, i, i, i, 1, i, i
O=C(COC(=O)c1cncc(Br)c1)NC1CCCCCC1
  -17, 6, -3, i, i, i, i, i, -1, i, i
O=C1COc2ccc(C(=O)C[n+]3cccc(O)c3)cc2N1
  -5, 4, 0, i, i, i, i, i, -2, i, i
O=C(NCC1CCCO1)c1cccc(NC(=O)c2cccs2)c1 (stereo not drawn)
  -11, ., 3, i, i, i, i, i, -8, i, i
Cc1c(Cl)c(C(F)F)nn1CC(=O)NC1C(=O)N2C(C(=O)O)=C(CSc3nnnn3C)CSC12 (stereo not drawn)
  -14, -2, -4, i, i, i, i, i, ., i, i
N#CCCn1cc(/C=N/O)c(-c2ccc(F)cc2)n1
  -4, 5, -17, i, i, i, i, i, 16, i, i
Cc1cccc2cc3c(N)c(C(=O)N4CCc5ccccc54)sc3nc12
  -13, -6, 1, i, i, i, i, i, 4, i, i
COc1ccccc1CC(=O)N(Cc1ccccc1)c1cccc(C)c1
  -11, 5, -3, i, i, i, i, i, 0, i, -12*
Cc1ccc(N2CCN(C(=S)c3ccc(-c4cccc([N+](=O)[O-])c4)o3)CC2)cc1
  -8, -5, 3, i, i, i, i, i, 2, i, i
O=C(Nc1ccccc1NC(=O)c1ccccc1F)c1ccccc1F
  -4, 3, -1, i, i, i, i, i, -1, i, i
CCOC(=O)N1CCN(C(=O)c2ccc(Cl)c(S(=O)(=O)N3CCOCC3)c2)CC1
  -11, -8, 1, i, i, i, i, i, -2, i, i
COc1ccc(S(=O)(=O)NCc2csc(-c3cccnc3)n2)cc1
  -15, 1, 1, i, i, i, i, i, -1, i, i
O=C(CSc1nc2ccc(Nc3nc(N4CCOCC4)nc(N4CCOCC4)n3)cc2s1)Nc1ccccc1Cl
  -10, -3, -1, i, i, i, i, i, -1, i, i
Cc1nn(C)c(C)c1/C=C/C(=O)c1ccccc1
  -11, 6, 0, i, i, i, i, i, -1, i, i
CCOC(=O)C(C)(C)N(Cc1ccc(C)cc1)S(=O)(=O)c1ccc(Cl)c([N+](=O)[O-])c1
  -6, -2, 10, i, i, i, i, ., -1, i, i
CCN(CC(=O)Nc1cccc(OC)c1)C(=O)c1ccc(C)s1
  -18, -2, -2, i, i, i, i, i, -3, i, i
CN1CCN(c2ccc(NC(=O)COc3ccc(Cl)cc3Cl)cc2)CC1
  -15, -1, 0, i, i, i, i, i, -2, i, i
O=C(CNC(=O)c1cccc(F)c1)N/N=C/c1cc(Br)ccc1OC(=O)/C=C/c1ccco1
  -6, -2, 2, i, i, i, i, i, ., i, i
COc1ccc(NC(=O)COc2ccccc2)cc1NC(=O)c1ccco1
  -5, -1, ., i, i, i, i, i, -2, i, i
O=C(NCc1cccnc1)C(=O)NCC(c1ccco1)N1CCN(c2ccc(F)cc2)CC1 (stereo not drawn)
  -4, 3, 1, i, i, i, i, i, 2, i, i
Cc1nn2c(c1-c1ccc(Cl)cc1)N=C(c1ccco1)CC2c1ccccc1 (stereo not drawn)
  -5, -2, -5, i, i, i, -6.7*, i, 0, 7*, i
Nc1nnc(SCC(=O)N2CCN(c3ccccc3)CC2)n1-c1ccccc1
  -8, 0, 0, i, i, i, i, i, -2, i, i
CCCC(=O)Nc1nnc(SCC(=O)N2CCN(c3ccccc3)CC2)s1
  -14, -2, 0, i, i, i, i, i, 1, i, i
O=C(Nc1ccccc1F)C1CCN(C(=O)Cc2ccccc2)CC1
  -2, -11, -1, i, i, i, i, i, -3, i, i
N#Cc1ccc(C23CC4(C2)[C@H](CN(CC2CCCCC2)[C@@H]4c2ccccc2)C3c2ccccc2)cc1 (stereo partly drawn)
  -12, 1, -1, i, i, i, i, i, -3, i, i
CCc1ccccc1NC(=O)N1CCc2ccccc2C1
  -9, 2, 1, i, i, i, i, i, -1, i, i
CCOCCCN(C(=O)c1snc(C(N)=O)c1N)C(C(=O)NC1CCCC1)c1ccc(OC)cc1 (stereo not drawn)
  -5, -4, 0, i, i, i, i, i, 1, i, i

These rows are one share of the data; count on the stated rates, not on these rows.
